# CCHF vOTU inh: blocks the CCHF virus ovarian tumor domain protease. inhibition, % at 11.5 µM. actives 0.55% (n = 370,000). CCHFV vOTU protease, Pep-AMC fluorescence; in the data active = inhibition above about 30%; note: 0% = vehicle wells with enzyme and 100% = no enzyme wells
# PrPC TRFRET: inhibitors of human cell surface prion protein PrPC; AID 720596; actives 0.43% (n = 370,000); TR-FRET read-out; inhibition, % at 13.8 µM; in the data active = inhibition above about 24%; note: 0% = median of the test wells and 100% = reference compound wells
# TcdB inh: blocks C. difficile toxin B glycohydrolase activity. inhibition, % at 9.99 µM. TcdB glycohydrolase enzymatic assay, plate reader. actives 0.24% (n = 350,000). P18177; in the data active = inhibition above about 10%
# An asterisk follows results filed as active; & = joins results of further samples. Not all compounds are listed; rates above refer to the full screens.
SMILES,CCHF vOTU inh,PrPC TRFRET,TcdB inh
Cc1cc(N2CCN(S(C)(=O)=O)C[C@@H]2C)ccc1N1CCN(Cc2ccccc2)[C@@H](C)C1,9.5,8.3,-12.6
COc1ncc(-c2ccc(N3C(c4ccsc4)=Cc4ccc(F)cc4C3CC(=O)c3ccco3)cc2)cn1 (stereo unspecified),4.8,-1.7,-0.3
C=CCN1C[C@H](COC(=O)CSc2ccccc2)Oc2cccc(F)c2S1(=O)=O,2.3,-5.5,0.8
COCCCNC(=O)C[C@@H]1C[C@@]2(C(=O)OC)CCCCC=C2N(Cc2ccco2)C1=O,-1.4,-0.9,0.7
OCC[C@@H]1C[C@H](O)[C@@H](O)[C@@]2(OCc3ccc(CO)cc32)O1,-1.1,-6.7,-0.2
CCOC(=O)c1cc(-c2cccc(O)c2)oc1C,13.1,4.7,2.9
CN(C)P1(=O)N(C)CCN1C,-1.3,-1.1,-4.3
Cc1ccc(S(=O)(=O)N2C(c3ccc(Cl)c(Cl)c3)CC=C(C(=O)O)C2c2ccc(Cl)cc2)cc1 (stereo unspecified),35.2*,-4.7,0.4
CN1OC[C@@H]2CN(C(=O)NC3CCCCC3)[C@H](c3ccc(N4CCCCC4)cc3)C[C@@H]21,-0.5,-0.8,0.4
Cc1cccc(CN2[C@@H](C)[C@H](c3ccccc3)Oc3cc(Br)ccc3S2(=O)=O)c1,-4.3,0.7,0.4
C[C@@H]1CCCCO[C@@H](CN(C)C(=O)Nc2ccc(C(F)(F)F)cc2)[C@@H](C)CN([C@H](C)CO)C(=O)c2cc(NS(=O)(=O)c3ccc(Cl)cc3)ccc2O1,23.3,-3.1,-1.0&0.6
O=C1NCN(c2ccccc2)C12CCN(C(c1cccs1)c1nnnn1Cc1ccccc1)CC2 (stereo unspecified),4.9,4.7,2.1
Cc1cc2oc(=O)cc(CN3CCCC3)c2cc1Cl,28.3,4.2,-2.9
O=C(NCc1c(Cl)cccc1Cl)c1[nH]c(C(F)(F)F)nc1-c1ccccc1,-0.3,7.2,2.5
COC(=O)C1=C(C(=O)OC)C2CCCC1C1N=NN(c3ccccc3)C21 (stereo unspecified),-3.1,-3.5,-0.2
O=C(Cc1c[nH]c2ccccc12)Nc1ccc(Nc2ccncc2)cc1,15.1,5.3,0.6
COc1ccccc1OCCn1nc2ccccc2c1OC,-2.8,-8.0,1.5
Cc1ccc(S(=O)(=O)N2CCC(=O)N([C@H](COCc3ccc(Cl)cc3)C(C)C)CC2)cc1,10.7,-2.4,0.7
CCOC(=O)c1c(-c2ccc(N(C)C)cc2)oc2c1C(OC)CC2 (stereo unspecified),-29.0,-4.0,-0.2
COc1ccc(-c2cc(NC(=O)Cc3c[nH]c4ccccc34)ccc2Nc2cccnc2)cc1F,-3.0,-3.2,1.6
CCC(c1nnnn1-c1ccc2c(c1)OCCO2)N1CCN(c2ccc(C)cc2)CC1 (stereo unspecified),5.1,4.8,0.1
CC(C)(C)NC(=O)C(c1cc2ccccc2o1)n1c(-c2ccc(-c3ccccc3)cc2)nc2ccccc21 (stereo unspecified),-27.7,3.2,1.1
Nc1ccn([C@@H]2O[C@H](C(=O)Nc3cc(C(F)(F)F)cc(C(F)(F)F)c3)[C@@H](O)[C@H]2O)c(=O)n1,10.4,0.1,0.9
C[C@@H]1COc2cc(N3CCCCC3)ccc2S(=O)(=O)N1,5.2,4.8,0.4
O=S(=O)(c1ccc(F)cc1)N1CCCc2nc(-c3ccc(Br)cc3)ccc21,-1.6,3.9,1.3
# (cont.)
SMILES,CCHF vOTU inh,PrPC TRFRET,TcdB inh
O=C(O)CCCC(=O)OCCCc1cc2ccccc2c(=O)o1,0.5,-0.9,-0.2
CC(=O)OCC(C)n1[nH]c2ccccc2c1=O (stereo unspecified),-4.3,-2.8,-33.7
CCOC(=O)C1=CCC(c2ccc(CC)cc2)N(S(=O)(=O)c2ccc(C)cc2)C1 (stereo unspecified),11.0,2.2,0.8
N#Cc1ccc(OCC(=O)N[C@@H](Cc2ccccc2)c2nc3ccccc3[nH]2)cc1,4.4,7.8,-0.1
COCCCN1C(=O)C(CC(=O)NCCCN(C)C)CC(C(=O)N2CCOCC2)=C1C (stereo unspecified),-1.8,3.0,-1.1
CN1C(=O)[C@@]2(O[C@H]3c4ccccc4C=CN3C3=C2C(=O)CCC3)c2ccccc21,7.9,2.4,1.1
COc1ccc(C(=O)C(=O)N2CCN(C(=O)OCc3ccccc3)CC2)cc1,7.2,1.6,0.1
COc1ccccc1C=C(C(=O)c1ccccc1)c1ccccc1,8.1,-3.4,0.8
C#CCN1CC(COc2ccccc2)Oc2cccc(Oc3ccc(C(C)C)cc3)c2S1(=O)=O (stereo unspecified),3.8,-2.3,0.2
CCNC(=O)c1cc2c(c(-c3cccc(-c4cccc(C(=O)N(C)C)c4)c3)n1)[C@H](CCO)N(S(=O)C(C)(C)C)C2 (stereo partly specified),12.3,7.4,-0.6
CCc1ccc2cc3c(cc2n1)C(=O)c1ccccc1-3,-3.4,-2.3,-2.5
C=CCN=C1NC(CCc2ccccc2)C(C(=O)OC)=C(C)N1Cc1ccccc1C(F)(F)F (stereo unspecified),21.0,3.2,2.2
CC(C(=O)NC1CCCC1)n1c(C2CCCC2)nc2ccccc21 (stereo unspecified),-2.3,1.1,-0.8
CC(C)CNc1ccc2c(c1)OC[C@H](C)NS2(=O)=O,2.9,12.5,-0.4
O=C(NCCc1c[nH]c2ccccc12)c1[nH]c(C(F)(F)F)nc1-c1ccccc1,2.5,16.7,-4.1
COc1ccc(S(=O)(=O)N2CCC3CC2c2cc(-c4ccc5c(c4)OCO5)ccc23)cc1 (stereo unspecified),-1.0,-6.0,0.3
COc1ccc(Cc2c(C3CCCCC3)nc3c(C)cc(Br)cn23)c(C)c1,1.1,4.0,0.3
CCCCn1nnnc1C1(C)CCC(=O)N1CCCn1ccnc1 (stereo unspecified),-12.0,0.9,-3.0
Cc1cccc(-c2cccc3[nH]c4c(c23)CCN2C(=O)[C@H]3[C@H](C)ON(C)[C@H]3C[C@@H]42)c1,-20.6,4.6,2.3
Cc1cc2c(nc1C)CCCN2Cc1ccccn1,-28.3,-8.0,-1.1
C[C@H](c1ccccc1)N1C[C@@H](COCc2ccccc2)Oc2cc(N3CCC[C@H]3CO)ccc2S1(=O)=O,6.7,-1.7,0.4
COC(=O)C[C@@H]1C=C[C@H](NC(=O)c2ccccc2)[C@@H](CO)O1,8.0,11.0,-0.9&-0.8
Cc1cc(C)n(CCNC(=O)[C@@H](Cc2ccccc2)NC(=O)[C@H]2O[C@@H](n3ccc(=O)[nH]c3=O)[C@H](O)[C@@H]2O)n1,2.8,4.2,-0.2
O=[N+]([O-])c1ccc(C=Nc2ccccc2)cc1,-5.2,-2.3,1.4
COC(=O)c1ccc(CN2C(=O)[C@]3(OCCC=C[C@H]3C)c3c(Br)cccc32)cc1,10.2,-0.2,-2.0

# Results in TcdB inh and CCHF vOTU inh, for 4 of the compounds above:
canonical_smiles,TcdB inh,CCHF vOTU inh
Cc1cc2c(nc1C)CCCN2Cc1ccccn1,-1.1,-28.3
C[C@H](c1ccccc1)N1C[C@@H](COCc2ccccc2)Oc2cc(N3CCC[C@H]3CO)ccc2S1(=O)=O,0.4,6.7
COC(=O)C[C@@H]1C=C[C@H](NC(=O)c2ccccc2)[C@@H](CO)O1,-0.9&-0.8,8.0
Cc1cc(C)n(CCNC(=O)[C@@H](Cc2ccccc2)NC(=O)[C@H]2O[C@@H](n3ccc(=O)[nH]c3=O)[C@H](O)[C@@H]2O)n1,-0.2,2.8

# (list continues)
SMILES,CCHF vOTU inh,PrPC TRFRET,TcdB inh
CCNC(=O)N1CCN(c2ccc(N3CCN(Cc4ccccc4)[C@H](C)C3)c(C)c2)[C@@H](C)C1,-8.7,0.7,-17.7
COc1ccc(C(C)=O)cc1CSC(=S)N1CCSCC1,13.4,0.1,0.3
COC(=O)c1ccc2nc(-c3ccc(F)cc3)c(Cc3ccccc3C(F)(F)F)n2c1,3.4,8.6,-1.0
CC1=C(C(=O)N2CCCCCC2)CC(CC(=O)NCCN2CCOCC2)C(=O)N1Cc1ccc(C(C)(C)C)cc1 (stereo unspecified),13.0,6.8,0.5
CC(C)C[C@H]1CNC(=O)C(=O)N1C[C@@H]1CCCN1C[C@H](Cc1ccc(O)cc1)N1C[C@H](Cc2ccccc2)N(CC2CCCCC2)C(=O)C1=O,18.2,-2.4,0.7
C[C@H](CO)N1C[C@H](C)[C@H](CN(C)C(=O)Nc2ccc3c(c2)OCO3)OCc2cnnn2CCCC1=O,-3.5,8.8,0.8&0.3&-0.6
COC(=O)[C@]12C[C@H](CC(=O)NCCc3ccccc3OC)C(=O)N(Cc3ccc4c(c3)OCO4)C1=C[C@H](C(C)(C)C)O[C@@H]2C,18.0,-2.3,-0.6
C[C@H](O)[C@@H]1CN2CCc3c([nH]c4ccccc34)[C@@H]2C[C@@H]1N(C)CC1CCCCC1,-8.5,2.6,0.7
CC(C)(C)n1nnnc1C(c1cc2ccccc2o1)N1CCOCC1 (stereo unspecified),-4.7,7.1,1.2
CC1(C)OC(=O)C2=C(C[C@@H](CCc3ccccc3)O[C@@H]2c2ccc(F)cc2)O1,1.0,6.3,-0.6
O=c1cc(CN2CCCC2)c2ccccc2o1,4.6,-0.1,0.0
CCCCNC(=O)c1nc(C2CCN(S(=O)(=O)c3cccc(C(F)(F)F)c3)CC2)oc1-c1cccc(C(F)(F)F)c1,-0.1,2.7,-0.4
CCOC(=O)C1=CCN(S(=O)(=O)c2ccc(C)cc2)[C@H]1c1ccccc1Cl,9.7,4.0,0.5
CCCCn1nnnc1C(c1cc2ccccc2o1)N(C)CCc1ccccc1 (stereo unspecified),9.9,-6.7,1.4
CCOc1ccc(CCN2C(=O)C(=O)N([C@@H](CC(C)C)CN3CCC[C@H]3CN3C(=O)C(=O)NC[C@@H]3Cc3ccccc3)C[C@@H]2Cc2ccccc2)cc1,18.6,6.5,1.1
O=C(c1ccccc1)C12COc3ccccc3C1ON=C2c1ccccc1 (stereo unspecified),-8.3,-0.1,1.0
COC(=O)[C@H](Cc1ccccc1)N[C@H](c1ccc(OC)cc1)[C@@H](O)Cc1ccccc1,12.0,-1.5,2.5
COc1ccc(-c2nc3c4ccccc4ccn3c2Cc2ccc(C)cc2)cc1OC,16.4,-2.6,0.9
COC(=O)C[C@H]1C=C[C@@H](NC(=O)Nc2cccc(OC)c2)[C@@H](CO)O1,12.5,6.5,-10.2
O=S1(=O)CC(N2CCC(c3ccccc3)CC2)CN1Cc1cn(Cc2ccc(C(F)(F)F)cc2)nn1 (stereo unspecified),12.8,-0.5,0.9
CC1(C(=O)NCc2ccccc2)CSCC(=O)N1Cc1cccc(F)c1 (stereo unspecified),-8.2,8.2,0.6
COC(=O)c1ccc2nc(-c3ccccc3)c(Cc3ccccc3)n2c1,2.0,-0.1,-0.3
O=S(=O)(c1cc(Cl)cc(Cl)c1)N1Cc2cc(N3CCOCC3)ccc2-n2nncc2C1,15.3,3.0,2.0
COC(=O)c1ccc2c(c1)S(=O)(=O)NC2C (stereo unspecified),-4.2,-1.2,0.8
CC1=C(C(=O)N(C)C)CC(CC(=O)NCCN2CCOCC2)C(=O)N1CCCN1CCCC1=O (stereo unspecified),-1.5,0.1,0.0

# One compound at a time (already shown).
# COC(=O)C[C@H]1C=C[C@@H](NC(=O)Nc2cccc(OC)c2)[C@@H](CO)O1 as listed: CCHF vOTU inh = 12.5; PrPC TRFRET = 6.5; TcdB inh = -10.2
# COC(=O)c1ccc2c(c1)S(=O)(=O)NC2C (stereo unspecified) as listed: CCHF vOTU inh = -4.2; PrPC TRFRET = -1.2; TcdB inh = 0.8

# Remaining list, next part:
SMILES,CCHF vOTU inh,PrPC TRFRET,TcdB inh
CCCCNC(=O)C1c2ccccc2OCC(=O)N1C1CC1 (stereo unspecified),-7.2,4.5,-3.6
OCCCCCCNc1ccc(CCO)cc1,1.2,8.3,-1.2
O=C(NCc1ccccc1)C1C(=O)Nc2ccccc2C(=O)N1C1CCCC1 (stereo unspecified),-0.6,-8.3,0.5
CCOC(=O)/C=C/c1ccccc1O,-4.0,-8.5,-0.8
O=c1cc(CN2CCCCC2)c2c(ccc3ccccc32)o1,-7.5,7.0,0.4
CSCCC(C(=O)NC1CCCC1)n1c(C2CCCC2)nc2ccccc21 (stereo unspecified),12.3,1.2,-0.3
CC(C)C(C(=O)NC1CCCC1)N1CCC(O)(c2ccc(Cl)cc2)CC1 (stereo unspecified),13.9,-11.9,-0.3
Cc1oc2c(c(C)nn2-c2ccccc2)c(=O)c1Cl,13.1,7.0,0.4
Cn1ncc2cc3c(Nc4ccc(Cl)cc4)cccc3nc21,-0.3,-2.8,0.4
O=S1(=O)CC(N2CCCC2)CN1C1CCCCC1 (stereo unspecified),6.4,-6.2,1.2
CCOC(=O)C1=CCN(S(=O)(=O)c2ccc(Br)cc2)C1c1ccc(Br)cc1 (stereo unspecified),-2.2,1.6,0.9
COC(=O)CC#C[C@@H](C)[C@H](NS(=O)(=O)c1ccc(C)cc1)C(C)(C)C,3.1,-3.8,1.2
Cn1c(=O)c2c(-c3ccccc3)n(-c3ccccc3Br)cc2n(C)c1=O,0.0,-5.8,0.1
CCOC(=O)[C@]12CCCC=C1N(Cc1ccc(Cl)cc1Cl)C(=O)[C@H](CC(=O)N1CCCCC1)C2,7.8,13.9,0.3
C=CCN=C1NC(c2ccccc2C(F)(F)F)C(C(=O)OC)=C(C)N1Cc1ccccc1C(F)(F)F (stereo unspecified),-3.6,7.0,0.1
O=C(N[C@H](C(=O)N1CCC[C@H]1C(=O)NCc1ccccc1)C1CCCCC1)c1ccc(Cl)c(Cl)c1,4.6,7.1,0.5
CCc1ccc([C@H]2[C@@H]3C(=O)C[C@@H]4C(=O)NC(=O)[C@@H]4[C@@H]3CN2S(=O)(=O)c2ccc(C)cc2)cc1,2.7,-3.5,0.9
FC(F)(F)c1ccccc1Cc1c(-c2cccc(Br)c2)nc2ccc(Br)cn12,14.1,8.7,1.8

# Screening results deposited in PubChem by several laboratories.
